Screening results from PubChem.
tuberculosis growth = growth inhibition of non-replicating M. tuberculosis (AID 488890); hit rate 0.39% among 320,000; Mycobacterium tuberculosis non-replicating, growth inhibition; higher % means a stronger effect; inhibition, % at 25 µM; hits with a dose series show IC50 in µM; in the data active = a potency from the dose series; inconclusive = inhibition mostly from about 82% at the one dose, without a potency; inactive = the rest, 99 in 100 with inhibition below about 76%;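 note: plate controls were DMSO cells for no effect and high antibiotic wells for full effect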
H1N1 NS1A inhibition = H1N1 influenza NS1A inhibitors, functional cell based assay (AID 504329) | hit rate 0.3% among 340,000 | inhibition, % at 12.5 µM; hits with a dose series show IC50 in µM | NS1A functional cell-based assay, percent inhibition; higher % means a stronger effect; in the data active = a potency from the dose series; inconclusive = inhibition above about 27% without an active follow-up result; note: strong numbers were not always called active
inhibitors of VEEV = inhibitors of VEEV TC-83 cytopathic effect, confirmation, Vero cells (AID 588727); Vero cells, VEEV TC-83 cytopathic effect inhibition; higher % means a stronger effect; inhibition, % at 20 µM, or IC50 in µM where a hit was titrated; hit rate 0.13% among 350,000; in the data active = a potency from the dose series; inconclusive = inhibition mostly from about 14% at the one dose, without a potency; inactive = the rest, 99 in 100 with inhibition below about 12%; note: strong numbers were not always called active
PhoP GFP inhibition = PhoP regulon inhibitors, Salmonella typhi PhoP promoter GFP reporter, confirmatory (AID 1850) | Salmonella Typhi PhoP-promoter GFP reporter, fluorescence, 4 h; higher % means a stronger effect | inhibition, % at 50 µM, or IC50 in µM where a hit was titrated | hit rate 0.33% among 310,000; in the data active = a potency from the dose series; inconclusive = inhibition mostly from about 25% at the one dose, without a potency; inactive = the rest, 99 in 100 with inhibition below about 19%;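 note: 0% = induced wells with vehicle and 100% = uninduced wells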
H37Rv inhibition = M. tuberculosis growth inhibition, HTS (AID 449762); M. tuberculosis H37Rv growth inhibition, 7H9 media; higher % means a stronger effect; hit rate 0.59% among 330,000; inhibition, % at 25 µM; hits with a dose series show IC50 in µM; in the data active = a potency from the dose series; inconclusive = inhibition above about 70% without an active follow-up result;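 note: bacterial growth assessed after seven days of incubation; strong numbers were not always called active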
inhibitors of VEEV 10K pilot screen = also measured in inhibitors of VEEV; calls as there; inhibition, %; measured here: 10K pilot screen inhibition
Starred values were filed as active, the others as inactive; i = inactive; ? = inconclusive; / = not tested or not shown. Not a hit list; overall some 1.6% were active at least once.

SMILES | tuberculosis growth | H1N1 NS1A inhibition | inhibitors of VEEV | PhoP GFP inhibition | H37Rv inhibition | others
CC#CCN1c2ccccc2[C@]23C[C@@H](C(=O)OC)N(C(=O)NC(C)(C)C)C2=NC(C(=O)OC)=C(C(=O)OC)[C@H]13 | 1.3% | 6.7% | 2.8% | -3.3% | -3.9%
O=[N+]([O-])/C=C\c1ccc(N2CCOCC2)cc1 | 15.0% | 15.4% | 9.3% | 6.5% | -3.0%
CCOc1ccc(-c2nc(CS(=O)(=O)CC(=O)NCc3ccc(F)cc3)c(C)o2)cc1 | -18.6% | 0.4% | 0.6% | -5.1% | -4.7%
O=C(Nc1cccnc1)Nc1ccc2c(c1)OCO2 | -2.4% | -9.5% | i | 14.4% | 5.1%
C#CCN1C(=O)C2(C(C#N)=C(N)OC(C)=C2C(=O)OCc2ccccc2)c2ccccc21 (stereo unspecified) | 10.5% | -1.6% | 1.4% | 5.7% | -12.0%
O=C(CCCCCN1C(=O)c2ccccc2C1=O)Oc1ccc2c3c(c(=O)oc2c1)CCC3 | 23.0% | -1.2% | 1.2% | -8.2% | 59.0%
Cc1oc(C(=O)Nc2ccc(O)cc2)cc1COc1ccccc1 | 72.9% | 0.7% | 8.6% | 10.6% | 12.5µM*
O=C(CCC(=O)NNC(=O)COc1ccc(Br)cc1)NCc1ccccc1 | 6.7% | / | 2.2% | 0.6% | 4.4%
Cc1nn(Cc2ccccc2Cl)c(C)c1C(=O)Nc1nnc(C2CC2)s1 | 31.0% | -5.7% | 5.21µM* | -1.4% | -2.6%
COc1ccc([N+](=O)[O-])cc1NC(=O)C(C)OC(=O)CC1CCCC1 (stereo unspecified) | 41.5% | -11.2% | 5.5% | / | -5.8%
CC1CCCC(C)N1/N=C/c1ccc([N+](=O)[O-])cc1 (stereo unspecified) | 8.7% | 14.7% | i | -2.2% | 1.6%
CC(=O)Oc1ccc(OC(C)=O)c(S(=O)(=O)c2ccc(C)c(C)c2)c1 | / | -5.8% | 0.4% | -0.3% | 0.2%
COc1ccc(CC(=O)N[C@@H](CCSC)c2nc3ccccc3[nH]2)cc1 | 1.6% | / | 0.7% | -9.4% | -6.9%
CC1(C)CC(c2nc(-c3ccc([N+](=O)[O-])cc3)cs2)CCO1 (stereo unspecified) | 47.8% | -7.4% | 4.1% | 3.2% | 15.9%
Cc1cccc(NC(=S)N2CCN(Cc3ccc4c(c3)OCO4)CC2)c1C | -2.7% | 3.9% | i | -8.8% | -3.6%
CCOC(=O)N1CCN(CC(O)c2ccc3c(c2)CCN3)CC1 (stereo unspecified) | / | 27.5% | 1.2% | 6.0% | /
Cc1ccc2nc(Cl)c(/C=N/NC(=O)c3ccccc3O)cc2c1 | -13.5% | 4.2% | 8.1% | 6.2% | 36.6%
COC(=O)c1c(-c2cccc(C)c2)csc1NC(=O)C1CCCO1 (stereo unspecified) | -1.7% | 3.6% | 6.4% | 3.1% | -2.2%
COc1ccc(/C=C/c2ccncc2)c2ccccc12 | 11.7% | -3.3% | i | 16.7% | 0.5%
Cc1ccc(OCCCC(=O)Nc2ccc3c(c2)OCO3)cc1 | 64.2% | 0.2% | 0.8% | 0.5% | 61.9%
CC(=O)Nc1nc(-c2ccc([N+](=O)[O-])cc2)cs1 | 25.1% | -12.4% | 1.2% | -3.2% | 10.3%
CCC(C)(C)NC(=O)CN(C(=O)c1csnn1)c1ccccc1-c1ccccc1 | 31.1% | 1.1% | 2.1% | -5.3% | 0.5%
CS(=O)(=O)N(CC(=O)Nc1c(F)cccc1F)c1ccc(C23CC4CC(CC(C4)C2)C3)cc1 | -1.1% | 3.0% | 1.0% | -9.8% | -5.7%
CCOC(=O)c1ccccc1Nc1cn(C(C)=O)c2ccccc12 | 15.6% | 3.3% | 9.9% | -9.2% | 17.8%
COc1cc(/C=C/C(=O)NC(C)C2CC3CCC2C3)cc(OC)c1OC (stereo unspecified) | 4.9% | -9.2% | 1.9% | -1.5% | -11.0%
Nc1csnc1C(=O)O | -9.9% | -4.7% | 0.1% | 4.5% | -6.0%
COCCCNC(=S)N1CCN(c2nc(-c3ccc(F)cc3)cs2)CC1 | 61.6% | 9.2% | 0.3% | -4.9% | -14.7%
COc1ccc(C)cc1S(=O)(=O)NC1CC1 | -16.4% | 14.1% | 0.9% | 5.2% | 1.0%
Cc1ccc(NC(=O)CN(C)C(=O)c2ccc(Br)o2)cc1 | 20.2% | 5.6% | 0.1% | 9.7% | -6.2%
Cc1cc(C(=O)OCC(=O)N(C)c2ccccc2)ccc1[N+](=O)[O-] | 43.4% | -2.7% | 1.2% | -4.1% | -3.1%
COc1ccccc1N1CCN(C2CCCN(C(=O)CN3CCCCC3=O)C2)CC1 (stereo unspecified) | 9.3% | -2.5% | 1.0% | -1.8% | 2.7%
C=CCn1c(SCc2c(C)noc2C)nc2sc3c(c2c1=O)CCCCC3 | 3.8% | 2.3% | i | -5.2% | 0.8%
CCOC(=O)c1oc2ccccc2c1CSc1nnnn1-c1ccccc1 | 2.4% | 1.5% | 1.4% | 7.0% | -1.2%
O=C1CN(c2ccccc2)C(=O)N1 | -30.4% | 11.0% | 2.0% | -1.9% | 6.2%
Cc1cc(N(C)C)ccc1N=Nc1ccc(N)cc1 | 11.7% | 21.4µM* | 0.4% | 3.3% | -6.8%
COc1ccc(O)c(CNn2c(-c3ccc(Br)cc3)nc3ccccc3c2=O)c1 | 1.6% | 5.9% | 7.3% | -0.4% | 0.3%
CCn1nnnc1SCC(=O)N1CCc2ccccc21 | -20.8% | 7.3% | 0.9% | 5.9% | -8.6%
CCc1nc2ccccc2n1Cc1ccccc1OC | 52.5% | 1.4% | 0.7% | -8.8% | 9.5%
Cc1[nH]nc2c1C(c1cccs1)C1=C(CCCC1=O)N2 (stereo unspecified) | 3.8% | -1.8% | 1.8% | -0.8% | -5.8%
CCc1ncc(CN2CCCCC2C(=O)Nc2ccc(Oc3ccccc3)nc2)cn1 (stereo unspecified) | -6.7% | -2.0% | 0.4% | -12.5% | -7.7%
COc1cccc(N(CC(=O)NC2CC3CCC2C3)S(=O)(=O)c2ccccc2)c1 (stereo unspecified) | -14.2% | 1.9% | i | 0.8% | 1.9%
COc1ccc(/C=C/c2ccc3cccc(O)c3n2)c(OC)c1OC | ? | -3.4% | ? | -4.0% | ?
CCCCNC(=S)N(C)/N=C/c1ccc(OCC(=O)Nc2ccc(OC)cc2)c(OC)c1 | 42.4% | 4.5% | 6.7% | -6.4% | 5.6%
CC(=O)c1c(C)[nH]c(C(=O)N2CCN(c3ccc(F)cc3)CC2)c1C | -6.8% | 7.4% | 5.4% | -4.4% | 3.6%
Cc1sc(NC(=O)Cn2cnnn2)nc1-c1ccc(Cl)cc1 | 24.6% | -7.1% | 0.3% | 1.7% | 53.8%
O=C(Nc1ccc2c3c(cccc13)CC2)c1ccco1 | 77.9% | -7.0% | 3.1% | -7.8% | 54.2%
Cc1ccc2c(COC(=O)C34CC5CC(CC(C5)C3)C4)cc(=O)oc2c1 | -0.5% | 1.4% | i | 1.8% | 4.7%
COc1cc(CNC(=O)CCC(=O)N2C[C@H]3C[C@H](C2)c2cccc(=O)n2C3)cc(OC)c1OC | 4.9% | -3.5% | 1.1% | 24.5% | -9.2%
Cc1ccccc1-n1nc(C(=O)c2cccs2)cc(-c2nc3ccccc3[nH]2)c1=N | ? | 11.0% | 3.9% | 1.8% | 9.6%
CN(C)S(=O)(=O)N1CCC(Cc2ccccc2)CC1 | 39.9% | -9.3% | 1.4% | -5.6% | 3.5%
Cc1c(C(=O)NCc2ccc3c(c2)OCO3)oc2ccc(S(=O)(=O)N3CCCCC3)cc12 | 15.9% | 8.5% | 1.5% | -6.6% | -9.0% | inhibitors of VEEV 10K pilot screen=6.4
O=c1onc(-c2cccnc2)n1-c1ccccc1F | -9.7% | 0.2% | 0.4% | -0.6% | -2.6%
O=[N+]([O-])c1ccc(N2CCCCC2)c(-c2nn[nH]n2)c1 | -0.4% | 1.7% | i | 3.9% | -3.1%
COc1cccc(N2C(=O)CC(N3CCN(c4ccc([N+](=O)[O-])cc4)CC3)C2=O)c1 (stereo unspecified) | 15.2% | -0.4% | 0.8% | -3.5% | -0.3%
C/C(=N\NC(=S)Nc1cc(S(=O)(=O)N2CCOCC2)ccc1Cl)c1ccccc1F | -15.6% | 5.3% | 8.6% | -3.4% | -4.8%
COc1ccc(/C=N/Nc2ccc(C(=O)O)cc2)cc1Br | 0.9% | 1.8% | 1.1% | 2.6% | -5.5%
Cc1ccc(S(=O)(=O)Nc2cccc(N(C)S(C)(=O)=O)c2)cc1[N+](=O)[O-] | 7.3% | 0.6% | 0.1% | 8.9% | -11.1%
O=C(CNC(=O)c1ccc(Cl)cc1Cl)OCc1nnc(-c2ccccc2Br)o1 | -9.2% | -1.9% | 1.6% | / | 3.5%
S=c1nc(-c2ccccc2)[nH]c2ccccc12 | -4.0% | -10.4% | 1.1% | 16.2% | ?
Cc1ccc(C(=O)Nc2nnc(C)s2)cc1 | -0.3% | / | 1.5% | -4.0% | 4.5%

An excerpt from above in order of molar mass, smallest number first.
SMILES | tuberculosis growth | H1N1 NS1A inhibition | inhibitors of VEEV | PhoP GFP inhibition | H37Rv inhibition | others
Cc1ccc(C(=O)Nc2nnc(C)s2)cc1 | -0.3% | / | 1.5% | -4.0% | 4.5%
S=c1nc(-c2ccccc2)[nH]c2ccccc12 | -4.0% | -10.4% | 1.1% | 16.2% | ?
O=C(Nc1ccc2c3c(cccc13)CC2)c1ccco1 | 77.9% | -7.0% | 3.1% | -7.8% | 54.2%
CN(C)S(=O)(=O)N1CCC(Cc2ccccc2)CC1 | 39.9% | -9.3% | 1.4% | -5.6% | 3.5%
Cc1ccc(S(=O)(=O)Nc2cccc(N(C)S(C)(=O)=O)c2)cc1[N+](=O)[O-] | 7.3% | 0.6% | 0.1% | 8.9% | -11.1%
COc1cc(CNC(=O)CCC(=O)N2C[C@H]3C[C@H](C2)c2cccc(=O)n2C3)cc(OC)c1OC | 4.9% | -3.5% | 1.1% | 24.5% | -9.2%

(cont.)
SMILES | tuberculosis growth | H1N1 NS1A inhibition | inhibitors of VEEV | PhoP GFP inhibition | H37Rv inhibition | others
Cc1ccc(NC(=O)C(NC2CCCc3ccccc32)c2ccccc2)cc1Cl (stereo unspecified) | -3.1% | -10.7% | i | 0.6% | 3.6%
CCOP(=O)(OCC)C(NC(=O)Nc1ccc(Cl)cc1)c1ccccc1 (stereo unspecified) | -12.8% | -7.6% | 0.3% | -5.6% | -1.1%
Cn1c(=O)c2[nH]c(N3CCN(c4ccccn4)CC3)nc2n(C)c1=O | -4.5% | / | / | -5.1% | 3.3%
COc1cccc(OC)c1OCCCOc1cccc2cccnc12 | 17.4% | 5.0% | 8.6% | 3.0% | 4.5%
CCc1cc(C(=O)Nc2ccc(C)cc2Br)cs1 | 76.5% | 15.9% | 1.1% | -1.4% | 30µM*
CN(Cc1ccon1)C(=O)CCc1nnc(Cc2ccc(-c3ccccc3)cc2)o1 | 12.7% | -11.8% | 2.1% | 6.6% | 8.0%
O=C(CSc1nnc2nnc3ccccc3n12)N1CCOCC1 | -13.6% | -3.8% | 0.9% | -7.4% | -5.7%
C=C1C[C@H](O[C@@H]2O[C@H](CO)[C@@H](O)[C@H](O)[C@H]2O)[C@@H]2[C@H](OC(=O)[C@H]2C)[C@H]2[C@H](C)[C@@H](O)C[C@@H]12 | -3.6% | -6.9% | 0.5% | / | -1.3% | inhibitors of VEEV 10K pilot screen=0.3
O=C(OCC(=O)N(CCc1ccccc1)Cc1ccccc1)c1cc(S(=O)(=O)N2CCOCC2)ccc1F | 19.4% | -0.7% | 7.1% | -2.3% | 5.3%
CCC1(C)Cc2nc(Cl)c(C#N)cc2CO1 (stereo unspecified) | -10.0% | 1.9% | 3.9% | 0.1% | -3.0%
NS(=O)(=O)c1ccc(NNC(=O)c2cccs2)cc1 | -14.3% | -21.9% | 1.7% | -8.2% | 3.9%
COc1ccc(S(=O)(=O)Nc2ccccn2)cc1C(=O)Nc1ccccc1 | -11.0% | -10.8% | 0.7% | -3.4% | 2.3%
CC(C)CCNC(=O)CN(C)S(=O)(=O)c1cccc2nsnc12 | -10.8% | 8.1% | 5.2% | -12.9% | 9.4%
c1csc(CNc2ncnc3ccc(-c4ccc5c(c4)OCCO5)cc23)c1 | 56.6% | 7.2% | 2.7% | / | ?
CCOc1cc(S(=O)(=O)NCc2ccccn2)c(C)cc1C | 6.1% | / | / | 1.6% | 5.9%
COc1c(F)c(F)c(C(=O)Nc2c(C)cc(Br)cc2C)c(F)c1F | 4.8% | -7.2% | i | 1.1% | 31.3%
